Compound activity from PubChem.
Pin1 inhibitor – qHTS Assay to Find Inhibitors of Pin1. Pin1 FP peptide displacement, HiFluor488, 10 min. actives 0.009% (n = 390,000). Peptidyl-prolyl cis-trans isomerase NIMA-interacting 1 (Homo sapiens), Q13526. Potency, µM (top dose mostly 115 µM), without a hit: at the top dose activity, negative = inhibition, most hits filed as inhibitors; active = well fitted inhibition curve with a large enough effect in the polarisation, with a control signal flat, not every such curve was filed as active; inconclusive = small, poorly fitted or top-dose-only effect, or effect the other way, or a change in a side signal; inactive = no such curve, though single readings can be large or run the other way; the % refers to the polarisation; also: % is scaled to controls: 0 for no effect and ±100 for the full control effect
Target sequence (Q13526 whole entry, looked up): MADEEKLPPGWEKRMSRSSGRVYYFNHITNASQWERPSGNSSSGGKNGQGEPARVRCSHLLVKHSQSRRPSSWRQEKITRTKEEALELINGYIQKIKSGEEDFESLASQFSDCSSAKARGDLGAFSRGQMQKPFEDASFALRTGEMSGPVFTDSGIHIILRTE
BLM inh – qHTS Assay for Inhibitors of Bloom's syndrome helicase (BLM); actives 0.2% (n = 350,000); recombinant BLM DNA unwinding, fluorescence dequenching; Potency, µM (doses to about 56.1 µM), without a hit: top-dose activity change, negative = inhibition, hits mostly inhibitors; AID 2528, 2010; RecQ-like DNA helicase BLM (Homo sapiens), P54132;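 also: plate controls were vehicle for no effect and no enzyme for full effect; nearly all actives have a fitted effect of over 35% in size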
HP1b chromo inh – HTS for Inhibitors of HP1-beta Chromodomain Interactions with Methylated Histone Tails | Chromobox protein homolog 1 (Homo sapiens), P83916 | AID 540317, 2011 | actives 0.56% (n = 390,000) | Potency, µM (top dose mostly 114 µM), inactives show at the highest dose activity change, negative = inhibition, most hits filed as inhibitors | AlphaScreen HP1-beta / biotin-H3K9me3 peptide binding; also: nearly all actives have a fitted effect of over 70% in size; inactives centre near 23
Target sequence (P83916 whole entry, looked up): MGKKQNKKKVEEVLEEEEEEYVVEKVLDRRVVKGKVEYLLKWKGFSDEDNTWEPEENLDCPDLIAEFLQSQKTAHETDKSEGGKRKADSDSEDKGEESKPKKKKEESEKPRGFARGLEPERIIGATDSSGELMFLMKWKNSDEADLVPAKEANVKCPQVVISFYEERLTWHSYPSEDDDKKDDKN
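AlphaScreen: HP1-beta (50 nM) preformed 30 min with biotin-H3(1-18)K9me3 peptide (50 nM) in PBS pH 7.4, 0.01% Tween-20. Compound added for 30 min at RT, then streptavidin donor/nickel chelate acceptor beads (10 ug/mL) for 30 min.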
GLS inh – qHTS for Inhibitors of Glutaminase (GLS); Glutaminase kidney isoform, mitochondrial (Homo sapiens), O94925; GLS enzymatic activity, qHTS titration; Potency, µM (titrated, usually from 45.5 µM), inactives show top-dose activity change, negative = inhibition, hits mostly inhibitors; actives 0.21% (n = 410,000); AID 624170, 2012; also: % is scaled to controls: 0 for no effect and ±100 for the full control effect
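hKGA; 45 mM KH2PO4 pH 8.2 + 0.02% Tween-20; cpd via pin tool; 1 mM Gln soln; GluOx/HRP/Amplex Red; RT 30 min; fluor. t0 & final.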
Tb PGK inh – qHTS Assay to Find Inhibitors of Phosphoglycerate Kinase; actives 0.043% (n = 380,000); Potency, µM (doses to about 57.5 µM), for the others: top-dose activity change, negative = inhibition, hits mostly inhibitors; AID 602233, 2012; PGK/GAPDH coupled, Kinase-Glo luminescence, 60 min; also: % is scaled to controls: 0 for no effect and ±100 for the full control effect; nearly all actives have a fitted effect of over 60% in size
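Recombinant glycosomal PGK reaction used 1,3-bisphosphoglycerate generated in-well by GAPDH (100nM final) in 100mM TEA pH 7.6, 5mM MgCl2, 0.01% Tween-20. After 60 minutes at room temperature, ATP was read by Kinase-Glo Plus luminescence end-point.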
JMJD2A Tudor inh – qHTS Assay for Inhibitors of JMJD2A-Tudor Domain. AlphaScreen JMJD2A-Tudor / H3K4me3 peptide binding. Potency, µM (series often up to 114 µM), inactives show at the top dose activity change, negative = inhibition, hits mostly inhibitors. actives 4.4% (n = 390,000); also: % is scaled to controls: 0 for no effect and ±100 for the full control effect; nearly all actives have a fitted effect of over 50% in size
POLI inh – qHTS for Inhibitors of Polymerase Iota | DNA polymerase iota (Homo sapiens), Q9UNA4 | Pol iota fluorescent replication assay, 10 min | Potency, µM (series often up to 115 µM), inactives show top-dose activity, negative = inhibition, hits mostly inhibitors | actives 1% (n = 390,000)
Target sequence (Q9UNA4 whole entry, looked up): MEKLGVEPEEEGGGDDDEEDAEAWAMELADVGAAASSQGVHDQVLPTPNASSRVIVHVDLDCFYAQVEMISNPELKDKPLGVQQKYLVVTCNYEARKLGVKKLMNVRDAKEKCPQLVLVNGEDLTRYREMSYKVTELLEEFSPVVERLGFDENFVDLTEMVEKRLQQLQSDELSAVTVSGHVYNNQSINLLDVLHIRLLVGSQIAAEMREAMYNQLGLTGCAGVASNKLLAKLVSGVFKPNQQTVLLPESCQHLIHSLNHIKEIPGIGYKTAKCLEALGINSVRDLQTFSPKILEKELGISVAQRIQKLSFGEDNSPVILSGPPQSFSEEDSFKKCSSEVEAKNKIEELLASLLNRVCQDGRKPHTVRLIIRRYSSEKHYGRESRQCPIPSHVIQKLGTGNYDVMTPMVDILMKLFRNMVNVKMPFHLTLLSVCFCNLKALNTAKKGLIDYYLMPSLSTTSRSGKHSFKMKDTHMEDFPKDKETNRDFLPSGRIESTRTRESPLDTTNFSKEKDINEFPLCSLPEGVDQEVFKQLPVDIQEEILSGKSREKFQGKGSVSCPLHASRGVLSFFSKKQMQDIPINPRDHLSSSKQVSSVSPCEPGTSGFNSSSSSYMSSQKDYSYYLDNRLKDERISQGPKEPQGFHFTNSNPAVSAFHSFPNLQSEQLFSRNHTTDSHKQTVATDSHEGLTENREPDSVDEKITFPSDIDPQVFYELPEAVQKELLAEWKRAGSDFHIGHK
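Pol iota at 10 nM preincubated 15 min with compounds at room temperature; reaction started with fluorescent substrate, 50 nM final. Fluorescence read kinetically at 0 and 10 min; buffer-only wells as negative control.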
G9a block – qHTS Assay for Inhibitors of Histone Lysine Methyltransferase G9a | G9a H3K9 monomethylation, AlphaScreen, 2 h | Potency, µM (top dose mostly 102 µM), for the others: at the highest dose activity, negative = inhibition, hits mostly inhibitors | actives 8.8% (n = 350,000) | Histone-lysine N-methyltransferase EHMT2 (Homo sapiens), Q96KQ7; also: % is scaled to controls: 0 for no effect and ±100 for the full control effect; nearly all actives have a fitted effect of over 75% in size
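Readings reflect AlphaScreen signal from monomethyl-H3K9 antibody detection. HMT at 20 nM; substrate b-H3K9 500 nM; cofactor SAM 20 uM; 2 h RT reaction; compounds tested as titrations in qHTS with 15 min preincubation.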
BAZ2B block – qHTS Assay for Inhibitors of BAZ2B. AlphaScreen BAZ2B-H3K14Ac peptide displacement. AID 504333, 2011. Bromodomain adjacent to zinc finger domain protein 2B (Homo sapiens), Q9UIF8. Potency, µM (doses to about 114 µM), for the others: at the top dose activity change, negative = inhibition, usual class: inhibitors. actives 4.4% (n = 360,000); also: % is scaled to controls: 0 for no effect and ±100 for the full control effect; nearly all actives have a fitted effect of over 60% in size
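Complex of BAZ2B and biotin-H3K14Ac (50 nM apiece) forms over 30 min at RT, then faces library compounds up to 110 uM for another 30 min; AlphaScreen beads added, 20 min dark incubation, luminescence read.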
An asterisk follows results filed as active; i = inactive; ? = inconclusive; / = not tested or not shown; [ ] = remark or other dose. Unless noted, calls follow the shape of the dose curve; as a rule, active = well fitted curve in the direction sought with a large enough effect; inconclusive = small, poorly fitted or top-dose-only effect, or another doubt; inactive = no such curve, though single readings can be large; an effect the other way counts as inactive or inconclusive. Potency is read from the fitted curve at half-maximal effect.

SMILES	Pin1 inhibitor	BLM inh	HP1b chromo inh	GLS inh	Tb PGK inh	JMJD2A Tudor inh	POLI inh	G9a block	BAZ2B block
CCOC(=O)C1C(c2cc(OC)c(OC)c(OC)c2)NC(=S)NC1(O)C(F)(F)F (stereo unspecified)	-2.7%	1.3%	-15.9%	-6.2%	-6.1%	0.0%	-5.2%	?	-6.6%
O=C(CSc1nnc2scc(-c3ccc(Cl)cc3)n12)Nc1ccc(F)cc1	32.0%[activator]	-4.3%	18.2%	-4.4%	/	-8.3%	-6.3%	-9.4%[59 µM]	-0.5%
Cc1cccc(NC(=O)c2sccc2-n2cccc2)c1C	-3.3%	-2.9%	8.0%	2.6%	-12.6%	?	5.2%	-3.6%[59 µM]	-32.9%
O=C(C1CCN(CCCc2ccccc2)CC1)N(CCc1ccccc1)Cc1ccccc1	-4.3%	0.2%	?	16.7%	1.8%	1.12µM*	4.8%	14.1µM*	?
CCC(=O)NC(=Nc1nc2ccccc2s1)NC(=O)CC	-3.1%	0.8%	23.1%	1.5%	0.2%	-6.0%	1.6%	4.3%[59 µM]	1.3%
CCOC(=O)C1=C(C)NC2=C(C(=O)CC(C)(C)C2)C1c1ccc(O)c(OCC)c1 (stereo unspecified)	-0.1%	-0.5%	25.2%	24.6%	-6.3%	-23.5%	?	?	-15.2%
Cc1ccc(-c2nc3cc(Br)cnc3nc2-c2ccc(C)cc2)cc1	17.1%	-12.0%	?	-1.9%	-4.8%	?	25.6%	-45.5%	?
N#Cc1cnn2c(C(F)(F)F)cc(-c3ccccc3)nc12	-9.7%	-2.4%	34.7%	-9.2%	i	-8.5%	-0.5%	16.4%	-26.3%
O=c1cc(/N=C/c2coc3c(ccc4ccccc43)c2=O)[nH]c(=S)[nH]1	15.1%	-13.1%	22.2%	-4.0%	-1.8%	-24.8%	?	20.7%[59 µM]	-36.4%
CCOC(=O)COc1ccccc1/C=C\[N+](=O)[O-]	2.9%	-3.6%	24.7%	12.5%	-4.3%	-14.9%	-21.6%	3.55µM*	-29.6%
O=C(NCCC1=CCCCC1)C(=O)NCC1OCCCN1S(=O)(=O)c1cc(F)ccc1F (stereo unspecified)	-0.1%	-3.2%	56.9%[activator]	-2.9%	3.6%	-22.7%	46.7%[activator]	-0.8%	-33.8%
CCOc1ccc(-c2nnc(SCC(=O)NCc3ccccc3)nc2-c2ccc(OCC)c(OC)c2)cc1OC	?	-5.9%	18.3%	?	-2.3%	-4.3%	32.3%[activator]	-9.6%[59 µM]	-3.4%
COc1cc(/C=N/NC(=O)c2ccoc2C)cc(OC)c1O	0.6%	-0.2%	-8.4%	62.9%[activator]	6.4%	-14.6%	3.7%	?	2.6%
O=C(NCCc1csc(-c2ccccc2)n1)c1ccco1	-3.1%	-0.7%	-4.3%	-13.5%	-3.1%	-7.4%[11.4 µM]	?	1.6%	2.5%
COc1cccc(CNC(=O)Cc2csc(Nc3nc(=S)[nH]c4ccccc34)n2)c1	19.5%	-3.9%	17.0%	-1.5%	8.6%	-19.8%	81.4%[activator]	41.1%[activator]	1.8%
CCN(CC1COc2ccccc2O1)C(=O)CN1C(=O)NC(C)(c2ccccc2)C1=O (stereo unspecified)	-0.2%	/	0.4%	-8.4%	-1.8%	-16.2%	?	0.2%[12.7 µM]	-8.1%
Cc1ccc(S(=O)(=O)N2[C@@H](c3ccc(F)cc3)C(C(=O)O)=CC[C@H]2c2ccc3c(c2)OCO3)cc1	0.3%	/	19.7%	16.9%	-4.3%	-20.9%	11.8%	-7.7%[2.33 µM]	-0.3%
CC1CCCC(C)N1C(=O)c1ccc(CS(=O)(=O)c2ccccc2)cc1 (stereo unspecified)	-5.7%	1.2%	26.6%	-0.2%	i	-5.5%	-11.5%	1.4%	-5.1%
CC(=O)Nc1c(C)nn(-c2ccccc2)c1N1CCC(C(=O)Nc2ccc(F)cc2Cl)CC1	?	-2.9%	29.0%[57 µM]	6.1%	-1.1%	8.8%	-3.0%	1.4%[59 µM]	1.5%
O=C(Nc1ccc([N+](=O)[O-])cc1)Nc1ccc(N2CCOCC2)c2nonc12	-4.8%	-8.9%	?	2.8%	-4.3%	?	-16.0%	?	-23.1%
Cc1ccc(NC(=O)c2cc(-c3ccco3)on2)cc1C	53.6%[activator]	-8.3%	10.9%	-3.4%	-10.5%	-12.4%	-6.0%	50.1µM*	?
COc1ccc(Cn2c(C)c(C)c(C#N)c2NC(=O)Nc2ccccc2)cc1	20.4%	-2.3%	14.8%	-12.9%	i	-15.1%	38.0%[activator]	22.9%[59 µM]	8.6%
O=C(CCC(=O)CCN1CCCCC1)CCN1CCCCC1	-2.5%	4.9%	?	10.7%	-6.0%	-12.2%	?	12.6µM*	-2.6%
CCCN(CC(=O)Nc1ccccc1OC)Cc1c(O)ccc2ccccc12	-1.5%	-6.2%	?	-23.9%	i	56.2µM*	52.6%[activator]	3.55µM*	?
COc1ccc(N2C(=O)c3ccccc3NC2c2ccc(NC(C)=O)cc2)c(OC)c1 (stereo unspecified)	-0.7%	-2.0%	12.9%	-23.8%	-3.6%	-21.4%	70.0%[activator]	10.2%	-4.7%

Additional compounds.
SMILES	Pin1 inhibitor	BLM inh	HP1b chromo inh	GLS inh	Tb PGK inh	JMJD2A Tudor inh	POLI inh	G9a block	BAZ2B block
CC(C(=O)NCC1CCCO1)N(C(=O)c1snc(C(N)=O)c1N)c1cccc(F)c1 (stereo unspecified)	3.9%	-1.2%	25.6%	-3.5%	1.0%	11.2%	-8.1%	1.2%[59 µM]	-14.2%
COc1ccccc1CNC(=O)COC(=O)c1n[nH]c2ccccc12	1.9%	-3.8%	-7.0%	5.4%	-1.2%	-31.6%	-12.6%	21.0%[59 µM]	-11.8%
O=C(NCCC1CCCCN1S(=O)(=O)c1ccc(Cl)cc1)C(=O)NCc1ccco1 (stereo unspecified)	5.6%	/	-8.4%	3.9%	i	-24.8%	5.3%	-5.9%[0.501 µM]	-38.7%
CC(C)(C)NS(=O)(=O)c1ccc(CCC(=O)Nc2cc(Cl)ccc2Oc2ccccc2)cc1	-0.5%	-10.5%	46.6%	-1.8%	-8.3%	-24.7%[11.4 µM]	5.2%	-8.4%[59 µM]	-27.1%
Cn1c(=S)c2[nH]c(SCCN3CCCC3)nc2n(C)c1=O	0.1%	-10.9%	7.3%	-5.0%	i	?	?	-142.1%[59 µM]	?
Cc1cc(C)c2oc(-c3cccc(NC(=O)c4ccc(Br)o4)c3)nc2c1	5.4%	-13.2%	15.3%	3.1%	-3.4%	-8.2%	-14.1%	-23.8%[59 µM]	-5.2%
Clc1ccc(CNCc2cccs2)cc1Cl	15.1%	-10.0%	57.6%[activator]	-5.7%	-5.5%	11.5%	-4.6%	25.0%	41.0%[activator]
O=C(Cc1ccc(S(=O)(=O)N2CCOCC2)s1)NCCc1ccc(F)cc1	18.1%	/	-14.2%	-3.0%	-0.2%	-6.2%	-2.8%	?	-11.9%
CCC(C)(C(=O)NC1CCCCC1)N(Cc1ccco1)C(=O)CNC(=O)c1ccccc1 (stereo unspecified)	-9.5%	0.5%	24.8%	5.0%	4.0%	-13.0%	4.2%	3.8%[12.7 µM]	-6.6%
CCC(=O)N(CCO)Cc1cc2ccc(C)c(C)c2[nH]c1=O	1.4%	1.6%	15.3%	-3.2%	-8.5%	-11.1%	8.2%	-1.1%	34.4%[activator]
CC(C)n1cnc(S(=O)(=O)N2CCCC(C(=O)NCc3ccccc3Cl)C2)c1 (stereo unspecified)	1.4%	2.3%	31.7%	-10.7%	-4.1%	-13.2%	5.5%	7.1%[59 µM]	-10.7%
Cc1ccc(/C=C/c2onc(C)c2S(=O)(=O)N2CCC(C(=O)Nc3ccc(Br)c(C)c3)CC2)cc1	-9.3%	0.4%	8.9%[57 µM]	7.4%	2.3%	-13.4%	-4.5%	0.8%[59 µM]	-13.8%
COc1ccc(CNc2nc3nc4c(c(=O)n3[nH]2)CCC4)cc1	-1.7%	2.9%	34.7%	-7.3%	i	-6.2%	-3.5%	/	2.4%
CC1CCN(C(=O)CCNC(=O)c2ccccc2Cl)CC1	0.2%	0.5%	47.8%[activator]	-10.1%	-3.8%	-14.5%	26.5%	62.8%[activator]	-5.4%
COC(=O)c1n[nH]n(-c2ccc(F)c(Cl)c2)c1=O	-5.1%	0.1%	10.1%	0.6%	i	-2.8%	159.9%[activator]	/	6.1%

Single records (already shown). Order of screens: Pin1 inhibitor | BLM inh | HP1b chromo inh | GLS inh | Tb PGK inh | JMJD2A Tudor inh | POLI inh | G9a block | BAZ2B block
Cc1ccc(/C=C/c2onc(C)c2S(=O)(=O)N2CCC(C(=O)Nc3ccc(Br)c(C)c3)CC2)cc1 is listed as -9.3% | 0.4% | 8.9%[57 µM] | 7.4% | 2.3% | -13.4% | -4.5% | 0.8%[59 µM] | -13.8%
CC1CCN(C(=O)CCNC(=O)c2ccccc2Cl)CC1 is listed as 0.2% | 0.5% | 47.8%[activator] | -10.1% | -3.8% | -14.5% | 26.5% | 62.8%[activator] | -5.4%
O=C(Cc1ccc(S(=O)(=O)N2CCOCC2)s1)NCCc1ccc(F)cc1 is listed as 18.1% | / | -14.2% | -3.0% | -0.2% | -6.2% | -2.8% | ? | -11.9%
Clc1ccc(CNCc2cccs2)cc1Cl is listed as 15.1% | -10.0% | 57.6%[activator] | -5.7% | -5.5% | 11.5% | -4.6% | 25.0% | 41.0%[activator]

Only part of the results is shown; the hit share may differ from the screen's.
